High-throughput results from PubChem.
HSF1 activator: increases HSF-1 driven luciferase reporter signal; activation, % at 9 µM; actives 1.7% (n = 300,000); NIH3T3-HGL HSF-1 luciferase reporter, MG132, 8 h; 100% = twice DMSO control signal; AID 504408;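 active = mean replicate activation of at least 50% with a set share of replicates each reaching 50%; inconclusive = only one of those two conditions met; inactive = mean below 50% and too few replicates reaching it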;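 also: 0% = median of the neutral control wells and 100% = twice that signal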
HSP90 refold inh: blocks HSP90-mediated luciferase refolding in reticulocyte lysate; Rabbit reticulocyte lysate, luciferase refolding luminescence, 3 h; inhibition, % at 5.6 µM; actives 0.91% (n = 290,000); AID 1789;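 active = inhibition above the screen-wide mean plus 3 SD, computed separately per campaign, cut at about 16% in these data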;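 also: 0% = DMSO wells and 100% = 60 µM geldanamycin wells; inhibitors lower the luminescence because luciferase stays unfolded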
aSyn UTR inh: 5' untranslated region of α-synuclein, MLPCN primary screen; alpha-synuclein 5'UTR reporter, inhibitor activity; inhibition, % (tested at 7.5 µM); actives 0.82% (n = 300,000); AID 1813; in the data active = inhibition above about 60%; inconclusive = no clear call, values can overlap the other calls;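 also: H4 neuroglioblastoma cells stably carrying SNCA 5'UTR luciferase fusion; 0% = DMSO wells and 100% = positive control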
HSF1 inhib: HSF1 inhibition | NIH3T3-HGL HSE-luciferase, MG132-induced, luminescence 8 h; active compounds read low | activity change, negative = inhibition, % at 7.5 µM (by protocol) | actives 0.77% (n = 300,000);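 active = more than half of replicate wells show activity change below -50%, luminescence cut by over half; inconclusive = some wells, but at most half, below -50%; inactive = no replicate well below -50%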;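 also: luciferase reports HSF-1 transcriptional activity via heat shock element; 0% = median of DMSO wells and -100% = zero luminescence signal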
KLF5 inh: kruppel-like factor 5 inhibition | DLD-1 KLF5 promoter-luciferase reporter, luminescence | inhibition, % at 5 µM | actives 0.23% (n = 290,000);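 active = inhibition above a per-plate limit of that plate's mean compound inhibition plus 3 SD, cut at about 60% in these data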;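 also: 0% = DMSO wells and 100% = LY294002 at 200 µM; higher means less KLF5 promoter-driven luciferase light; inactives centre near -14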
AI-2 QS modul: Vibrio harveyi AI-2 quorum sensing modulation; Vibrio harveyi JMH597 AI-2 luminescence/OD600 ratio, 9 h; active compounds read low; strain lacks LuxN and CqsS sensors; 0 = neutral-control median; activity change, % at 7.5 µM; actives 0.4% (n = 300,000); in the data active = activity change below about -75%, passing the limit was not always enough; inconclusive = no clear call, values can overlap the other calls;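 also: luminescence divided by OD600 gain over 9 h not by final OD600 alone; inactives centre near 13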
GSK3B inh: blocks human GSK3beta kinase activity. activity score (negative = inhibition), % at 10 µM. actives 0.038% (n = 300,000). AID 2097. P49841. GST-GSK3beta kinase, ADP-Glo luminescence, 60 min; active compounds read low;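 active = more than half of replicate wells score below -50%, meaning over 50% inhibition versus plate controls; inconclusive = some replicates but at most half score below -50%; inactive = no replicate scores below -50%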;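 also: 0% = median DMSO wells and -100% = median GW8510 positive control wells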
Target sequence (P49841 whole entry, looked up): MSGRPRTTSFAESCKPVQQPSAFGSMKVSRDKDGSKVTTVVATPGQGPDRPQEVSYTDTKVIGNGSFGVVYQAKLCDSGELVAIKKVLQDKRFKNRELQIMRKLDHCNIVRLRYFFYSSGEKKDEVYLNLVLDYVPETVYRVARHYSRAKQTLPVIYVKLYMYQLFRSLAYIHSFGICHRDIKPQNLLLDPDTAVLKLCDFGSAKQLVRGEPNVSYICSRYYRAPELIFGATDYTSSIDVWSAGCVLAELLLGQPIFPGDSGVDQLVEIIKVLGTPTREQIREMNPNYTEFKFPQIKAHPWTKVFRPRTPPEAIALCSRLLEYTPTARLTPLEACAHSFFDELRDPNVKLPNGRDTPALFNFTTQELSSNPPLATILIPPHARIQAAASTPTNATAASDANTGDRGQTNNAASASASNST
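test system = GST-tagged human GSK3beta kinase, cell-free | reagent = 25 µM ATP with peptide substrate | dosing = one dose of 10 µM per compound | schedule = 60 min reaction, RT | detection = luminescent ADP-Glo measurement of ADP formed | control set = DMSO neutral wells and GW8510 at 20 µM as positive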
PolyA inhibitor: yeast polyadenylation inhibition; S. cerevisiae SKY197-pL101 polyadenylation reporter, beta-gal luminescence; efflux-impaired pdr1/pdr3 knockout yeast; score 100 = 6 SD above DMSO; calls only at 12 µM; actives 0.02% (n = 300,000); AID 1875;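 active = lowest replicate activity score at least 50, where 100 means six control SD above control mean; inconclusive = lowest score under 50 but half or more replicates reach 50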;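 also: yeast exposed to compound for 9 h at 30 °C; higher score means more reporter readthrough which indicates perturbed polyadenylation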
GSK3A inh: inhibitors of human GSK-3 alpha kinase. AID 2650. P49840. inhibition, % at 10 µM. ADP-Glo luminescence, 60 min. actives 0.1% (n = 320,000);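 in the data active = inhibition above about 50%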;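 also: GST-tagged GSK-3 alpha with peptide substrate and 25 µM ATP; 0% = DMSO neutral wells and 100% = GW8510 positive control wells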
Target sequence (P49840 whole entry, looked up): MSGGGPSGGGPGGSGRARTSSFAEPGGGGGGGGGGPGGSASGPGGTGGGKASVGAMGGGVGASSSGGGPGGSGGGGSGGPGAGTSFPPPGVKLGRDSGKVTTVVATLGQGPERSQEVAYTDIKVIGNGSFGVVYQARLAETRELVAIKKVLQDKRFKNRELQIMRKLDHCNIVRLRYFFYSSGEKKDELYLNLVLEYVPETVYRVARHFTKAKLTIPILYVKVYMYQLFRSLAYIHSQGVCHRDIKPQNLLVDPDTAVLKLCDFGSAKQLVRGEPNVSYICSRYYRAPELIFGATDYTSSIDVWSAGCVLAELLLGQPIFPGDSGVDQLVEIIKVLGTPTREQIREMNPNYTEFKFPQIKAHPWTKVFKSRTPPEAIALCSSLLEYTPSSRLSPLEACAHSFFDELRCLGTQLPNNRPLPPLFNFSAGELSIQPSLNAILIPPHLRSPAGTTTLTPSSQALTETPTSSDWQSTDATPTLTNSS
IEC-6 cytotox: IEC-6 cytotoxicity, counter-screen for KLF5 inhibitors; luminescence viability; actives 0.78% (n = 290,000); inhibition, % at 5 µM; in the data active = inhibition above about 22%;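 also: 0% = plate median of test compound wells and 100% = cytotoxic reference compound wells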
* marks the source's active call; other numbers are inactive results; i = inactive; ? = inconclusive; / = no result given. A portion of the library, so the mix of outcomes need not match the whole.

SMILES	HSF1 activator	HSP90 refold inh	aSyn UTR inh	HSF1 inhib	KLF5 inh	AI-2 QS modul	GSK3B inh	PolyA inhibitor	GSK3A inh	IEC-6 cytotox
C/C(=N\NC(=S)NCc1ccccc1)c1ccc(C)o1	27	0	-58	4	-36	19	2	i	-2	12
COc1ccc(OC)c(NC(=O)CSc2nc(=O)n(Cc3ccccn3)c3c2CCC3)c1	-2	/	8	-2	/	21	4	i	-2	/
C/C(CC(=O)Nc1ccc(N(C)C)cc1)=N\NC(=O)c1ccc([N+](=O)[O-])cc1	16	2	18	0	-40	39	-3	i	8	2
CCSc1nnc(NC(=O)c2ccc(C)o2)s1	15	-1	-72	7	-57	25	-1	i	-1	5
CCOC(=O)c1cc2c(nc1N)CC(C)(CC)OC2 (stereo unspecified)	22	0	-101	10	-67	12	2	i	-2	2
O=C(NCC1CCCO1)C(C(=O)c1ccccc1)n1ccccc1=O (stereo unspecified)	3	4	13	0	12	21	1	i	-3	2
O=C(O)c1cccc(NC(=S)N/N=C/c2ccccc2OCc2cccc(Br)c2)c1	2	1	-9	-9	8	68	1	i	/	-2
COCCN(C(=O)c1ccccc1OC1CCN(S(C)(=O)=O)CC1)C(C)C	-1	3	23	-1	-8	20	-1	i	-2	6
Cc1cccc2cc(C#N)c(NCCNS(=O)(=O)c3ccccc3)nc12	-2	1	-21	-7	-30	32	0	i	2	7
CS(=O)(=O)N(CC(=O)N1CCOCC1)c1ccc2c(c1)OCO2	/	3	0	/	6	10	0	i	1	2
NC(=O)C1(c2ccccc2)CCCN1C(=O)c1ccc(Br)cc1 (stereo unspecified)	-11	-4	10	-3	-57	5	1	i	-1	-6
O=C(NC(Cc1ccccc1)C(=O)NC1CC1)OCc1ccccc1 (stereo unspecified)	-3	1	-2	-6	-17	13	-1	i	-3	-6
Cn1ccnc1SCCNC(=O)C1CCC(=O)N(Cc2ccc(Cl)cc2)C1 (stereo unspecified)	5	5	-4	-3	-18	-12	-1	i	-1	-11
O=c1c(Cc2c(F)cccc2Cl)c(O)ccn1CCc1ccccn1	7	-3	-1	-3	-7	9	-3	i	-2	-4
Cc1ccnc(NS(=O)(=O)c2ccc(NC(=O)c3ccc4c(c3)OCCO4)cc2)n1	-8	0	-5	-9	-14	24	3	i	-3	0
CCN1C(=O)/C(=C\N(C(C)=O)c2ccccc2)OC1=S	7	5	-60	-1	-22	21	0	i	2	4
COC(=O)C1CCN(Cc2ccc(OCCCN3CCN(c4ccc([N+](=O)[O-])cc4)CC3)cc2)CC1	10	0	-16	-4	-3	25	3	i	/	-4
CCCCCN1CC(O)=C(c2nc3ccccc3[nH]2)C1=N	17	-1	-117	9	-27	-8	-1	i	-2	-1
CCOC(=O)c1ccc(-c2c(C(=O)OCC)oc3cc(O)c(CC)cc3c2=O)o1	-2	-1	31	0	-25	6	3	i	4	3
Cc1ccc(/C=N/N=C2/NC(=O)C(CC(=O)Nc3ccccc3)S2)o1 (stereo unspecified)	6	-2	-3	0	-22	16	-4	i	-1	-1

Two of these compounds, reformatted.
molecule,HSF1 activator,HSP90 refold inh,aSyn UTR inh,HSF1 inhib,KLF5 inh,AI-2 QS modul,GSK3B inh,PolyA inhibitor,GSK3A inh,IEC-6 cytotox
Cn1ccnc1SCCNC(=O)C1CCC(=O)N(Cc2ccc(Cl)cc2)C1 (stereo unspecified),5,5,-4,-3,-18,-12,-1,i,-1,-11
O=c1c(Cc2c(F)cccc2Cl)c(O)ccn1CCc1ccccn1,7,-3,-1,-3,-7,9,-3,i,-2,-4

The list continues.
SMILES	HSF1 activator	HSP90 refold inh	aSyn UTR inh	HSF1 inhib	KLF5 inh	AI-2 QS modul	GSK3B inh	PolyA inhibitor	GSK3A inh	IEC-6 cytotox
C=CCNC(=O)C1CC(=O)N(c2ccc(OCC(=O)Nc3ccc(OC)cc3)cc2)C1 (stereo unspecified)	-1	3	6	-4	-1	29	1	i	-2	2
COc1cccc(-c2noc(Cn3nc(C)c([N+](=O)[O-])c3C)n2)c1	5	-7	-25	2	-2	-11	2	i	-2	1
COc1ccc(NC(=O)CCC(=O)c2cccs2)cc1S(=O)(=O)Nc1ccc(Cl)cc1	35	-4	-6	13	-9	31	4	i	-1	-4
O=S(=O)(NNc1ccc(F)cc1F)c1cccc(Cl)c1	-1	2	5	-3	27	44	1	i	0	-6
CCOCCCNC(=O)c1ccc(OC)cc1	15	-1	-26	-6	-40	16	2	i	-1	-3
O=C(O)CN(c1cccc(C(F)(F)F)c1)S(=O)(=O)c1ccccc1	0	-2	-23	4	-19	-7	4	i	-2	5
O=C(CSc1nc2c(c(=O)[nH]1)CCC2)Nc1cccc(Cl)c1	28	-6	-5	15	-22	5	0	i	2	8
Cc1nnc2c3ccccc3c(-c3ccccc3)nn12	16	0	14	9	7	43	-3	i	1	-1
O=C(CCCNS(=O)(=O)c1cccs1)N1CCc2ccccc2C1	7	3	-12	4	-30	19	3	i	0	6
O=C(Nc1ncc(Cc2ccccc2Cl)s1)c1ccc([N+](=O)[O-])cc1	11	3	8	4	14	-2	1	i	5	11
O=C(O)[C@H]1CCCC[C@H]1C(=O)Nc1ccc(Nc2ccccc2)cc1	12	1	-14	-5	-9	-47	1	i	2	12
O=C(Nc1ccc(Br)cc1Cl)NC1CC1	27	5	-14	4	-19	8	0	i	-3	0
O=C(CCS(=O)(=O)c1ccc(Br)cc1)N1CCN(Cc2ccccc2)CC1	4	6	9	-5	0	28	-5	i	-6	-1
O=Cc1cc([N+](=O)[O-])ccc1N1CCOCC1	1	-1	2	-2	-22	16	19	i	1	4
CC(=O)Nc1ccc(S(=O)(=O)NCc2cc(=O)n(C)c(=O)n2C)cc1	-2	0	-5	1	-2	18	1	i	-2	4
CCOc1cc(/C=C2\C(=N)N3N=C(S(C)(=O)=O)SC3=NC2=O)ccc1OCCOc1cccc(OC)c1	25	1	-6	17	-33	13	2	i	-3	-3
CCN1CCN(S(=O)(=O)c2ccc(S(=O)(=O)NC3CC3)cc2)CC1	-13	1	14	-8	-4	-5	-1	i	-1	9
O=C1c2ccccc2C(=O)N1CCCCN(C(=O)c1cccc([N+](=O)[O-])c1)c1ccc(Cl)cc1	?	5	24	26	1	28	0	i	-1	-1
O=C1N=C(N2CCN(c3ccccc3)CC2)S/C1=C\c1cn[nH]c1-c1ccccc1	12	8	9	-2	-10	11	-1	i	-1	2
CC(C)CC(=O)NNC(=S)Nc1ccc(S(N)(=O)=O)cc1	18	0	-15	-3	-8	1	6	i	1	-6
O=S(=O)(Nc1ccccn1)c1ccc(Br)cc1	-10	-2	5	0	-16	/	/	i	7	-3
COc1ccc(/C=N/NC(=O)C(=O)N2CCN(c3ccccc3OC)CC2)cc1	-6	-4	-17	-3	-23	2	-9	i	22	-5
COc1ccc(C(CC(=O)NCCN2CCOCC2)NS(=O)(=O)c2ccc(C)cc2)cc1 (stereo unspecified)	3	3	21	-1	-43	17	-1	i	-2	-2
CSc1ccc(CN(C)CCc2ccccn2)cc1	-4	0	4	-4	-41	7	-2	i	-1	-2
O=C(O)/C=C/C(=O)Nc1nccs1	0	1	-5	4	-33	12	0	i	-5	0
C=CCNC(=S)N/N=C1\CCS(=O)(=O)c2ccccc21	22	1	10	3	-19	10	0	i	-2	7
O=C1CCC(C(=O)NCc2ccccc2)N1 (stereo unspecified)	-23	2	15	-8	-27	0	1	i	0	2
COc1ccc(NC2CCCN(C(=O)c3cc(C)nc4cc(F)ccc34)C2)cc1 (stereo unspecified)	2	-6	5	-1	-10	25	-1	i	2	3
c1ccc(CN2CCN(CCCNc3ccc4nnc(-c5ccccc5)n4n3)CC2)cc1	20	-1	-24	0	-48	8	-2	i	12	1
NC(=O)C(c1ncc(C(F)(F)F)cc1Cl)c1c(Cl)cccc1Cl (stereo unspecified)	11	2	7	-6	6	11	1	i	-1	-4
COC(=O)/C(=N\OCc1ccc(C#N)cc1)c1c(C)nn(C)c1C	16	0	-4	4	-20	14	-15	i	0	3
Cc1ccc(N(C)C(=O)c2ccc3c(Cl)c4c(nc3c2)CCC4)cc1C	50	2	-136	33	-26	4	0	i	0	-4
COC(=O)c1ccc(NC(=O)CCN2C(=O)C3C4CCC(C4)C3C2=O)cc1 (stereo unspecified)	4	-4	-12	-2	-10	16	2	i	-2	-2
CC(C)NC(=O)NC(=O)COc1ncnc2sccc12	18	-1	-2	2	5	-13	1	i	4	0
CC1(C)CN(c2ccccc2)N(C(=O)c2ccc(F)cc2)C1=O	1	4	26	8	-16	/	/	i	-5	-7
Cc1c(C(=O)N2CCOCC2)c(S(=O)(=O)Nc2ccccc2)c(C)n1C	-1	0	3	0	-8	6	5	i	-2	-4
CCC1CCCCN1Cc1cc(OC)c(O)c([N+](=O)[O-])c1 (stereo unspecified)	-9	-1	10	-4	-25	23	3	i	-3	5
CCN(Cc1ccccc1)C(=O)COC(=O)CNC(=O)c1ccc(C)s1	6	1	2	-3	-30	9	0	i	-1	5
COC(=O)CCCNC(=O)c1ccccn1	7	-7	4	5	-58	8	4	i	0	-4
CC1C(=O)N2CCCc3cc(NC(=O)C(=O)NCCN4CCOCC4)cc1c32 (stereo unspecified)	5	/	-2	-4	/	1	3	i	0	/
N/N=C1\CCCc2nonc21	-34	6	4	-17	-35	10	0	i	0	7
CS(=O)(=O)N(CC(=O)N1CCCC1)c1cc(Cl)ccc1Cl	-4	5	-6	0	12	21	-3	i	2	-6
O=C(NNS(=O)(=O)c1ccc([N+](=O)[O-])cc1)c1ccncc1	-7	0	9	12	-22	16	1	i	0	2
O=C(c1ccc(NC(=S)NCc2ccco2)cc1)N1CCCCC1	1	-3	-5	0	-13	1	1	i	-5	0
CCC(=O)Nc1ccc(C(=O)NNC(=O)c2cccc(C)c2)cc1	11	-3	-20	6	-36	6	-1	i	0	-10
C=CCc1cc(/C=N\NC(=O)CSc2nnc(CCCc3ccc(OC)c(C)c3)o2)cc(OC)c1O	-2	4	1	8	1	26	1	i	-3	-3
Nc1c(C(=O)NC2CCCC2)c2nc3ccccc3nc2n1N	5	0	-49	7	-29	7	-2	i	1	0
COc1ccc(-n2cc(CN3CCC(OC)CC3)c(-c3cccc(F)c3)n2)cc1	34	2	-12	0	2	18	4	i	-1	-1
O=C(CCNC(=O)N1CC(=O)Nc2ccccc21)NCCc1cccc(F)c1	9	-3	31	2	-27	-7	3	i	-13	-3
CNCc1ccccc1Sc1ccc(OC)c(OC)c1	2	-1	3	-5	-21	6	2	i	-1	2
O=C(Nc1cccc(C(F)(F)F)c1)c1cc[n+]([O-])cc1	18	-1	8	1	-6	15	-4	i	-1	3
